D1 agonist: human D1 receptor agonism; activation, % at 2 µM; HEK293 T-REx D1 cells, calcium flux, agonist mode; hit rate 1% among 360,000; P21728; note: 0% is about no effect
Target sequence (P21728 whole entry, looked up): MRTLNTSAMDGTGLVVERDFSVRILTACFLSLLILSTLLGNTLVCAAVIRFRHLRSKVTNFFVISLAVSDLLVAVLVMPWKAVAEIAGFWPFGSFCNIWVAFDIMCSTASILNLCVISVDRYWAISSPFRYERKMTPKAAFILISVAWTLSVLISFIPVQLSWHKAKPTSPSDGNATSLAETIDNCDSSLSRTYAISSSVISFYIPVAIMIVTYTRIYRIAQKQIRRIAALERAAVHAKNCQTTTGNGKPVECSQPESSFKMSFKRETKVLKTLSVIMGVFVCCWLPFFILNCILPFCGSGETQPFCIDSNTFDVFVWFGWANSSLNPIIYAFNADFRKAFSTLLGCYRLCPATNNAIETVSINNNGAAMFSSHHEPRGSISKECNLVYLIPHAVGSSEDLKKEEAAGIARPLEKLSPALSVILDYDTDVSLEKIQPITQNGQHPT
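Inducible HEK293 T-REx D1 cells, force-coupled to calcium signalling, were plated at 4000 cells/well with tetracycline and held overnight at 30 C. After no-wash calcium dye loading, compound-evoked calcium rise over 180 s flagged agonists.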
RXFP1 antag: antagonists of human relaxin receptor RXFP1; Q9HBX9; hit rate 0.59% among 350,000; AID 1259400; activity change, negative = inhibition, % at 57.5 µM; HEK293-RXFP1, relaxin-stimulated cAMP HTRF, 30 min; active compounds read low;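 active = activity change of -60% or lower, but not beyond a set lower limit; inconclusive = change between -60% and -40%, or beyond the set limit; inactive = change above -40%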; note: % is set by controls: 0 for no effect and ±100 for the full control effect
TRHR PAM: allosterically enhances the human TRH receptor | TRHR cells, fluo-8 calcium fluorescence, EC20 TRH enhancement | enhancement, % at 2 µM | hit rate 0.66% among 360,000 | AID 493056; in the data active = enhancement above about 30%; note: 0% is about no effect
Target sequence (P34981 whole entry, looked up): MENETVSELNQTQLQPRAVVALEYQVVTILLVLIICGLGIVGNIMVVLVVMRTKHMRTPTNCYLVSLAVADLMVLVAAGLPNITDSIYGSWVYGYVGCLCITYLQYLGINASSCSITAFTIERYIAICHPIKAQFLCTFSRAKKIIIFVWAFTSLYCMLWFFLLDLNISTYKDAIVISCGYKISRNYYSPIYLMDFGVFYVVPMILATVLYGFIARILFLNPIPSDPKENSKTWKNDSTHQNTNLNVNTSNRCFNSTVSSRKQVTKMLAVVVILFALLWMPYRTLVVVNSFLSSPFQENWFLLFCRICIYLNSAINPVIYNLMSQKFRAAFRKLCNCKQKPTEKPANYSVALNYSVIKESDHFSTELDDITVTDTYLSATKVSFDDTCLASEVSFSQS
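Enhancer read-out: after compound pinning and an initial kinetic agonist-mode read, an EC20 of TRH (10 nM final) was injected and fluo-8 calcium signal (Ex 480/Em 530) followed at 1 s/cycle for 100 cycles in TRHR-expressing cells.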
TRHR agonist: TRH receptor (human) agonism; P34981; TRHR cells, calcium flux fluo-8, FDSS agonist mode; activation, % at 2 µM; hit rate 0.18% among 360,000; note: 0% is about no effect
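Fluo-8-loaded TRHR cells; 10 s baseline, compound added, kinetic Ca2+ fluorescence read 1/s, agonist mode.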
D1 antagonist: antagonists of human D1 dopamine receptor; P21728; HEK293 TREx D1 cells, calcium flux, dopamine EC80; active compounds read low; hit rate 3.2% among 360,000; activity change, negative = inhibition, % at 10 µM; in the data active = activity change below about -30%; note: % is set by controls: 0 for no effect and ±100 for the full control effect
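Tetracycline-induced HEK293 T-REx cells with force-coupled D1 receptor were loaded with a no-wash calcium dye. Compound was added after a 10 s baseline and read kinetically for 180 s; EC80 dopamine was then added and calcium flux followed another 180 s.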
D2 PAM: D2 dopamine receptor (human) potentiation; P14416; HEK293 T-REx D2, calcium flux, EC20 dopamine potentiation; potentiation, % at 10 µM; hit rate 0.34% among 340,000;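 active = potentiation over 3 SD above the plate norm, cut at about 30% in these data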; note: 0% is about no effect
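Calcium flux readout, no-wash dye, 1 read/s. Inducible HEK293 Trex D2 line, overnight 30 C. Compound alone 180 s (agonist flags), then EC20 dopamine, another 180 s to score potentiation.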
D2 agonist: agonists of human D2 dopamine receptor; P14416; HEK293 T-REx D2 cells, calcium flux agonist mode; AID 485358; hit rate 0.53% among 340,000; activation, % at 2 µM;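 active = activation over 3 SD above normal in the single-dose calcium agonist read, cut at about 30% in these data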; note: 0% is about no effect
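Agonism is scored from calcium flux in a force-coupled, inducible HEK293 cell line expressing D2, read kinetically for 180 s after compound addition against dopamine controls.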
D2 antagonist: D2 dopamine receptor (human) antagonism; AID 485344; inhibition, % at 10 µM; hit rate 2% among 340,000; HEK293 TREx D2 cells, calcium flux, dopamine EC80; P14416; in the data active = inhibition above about 30%; note: 0% is about no effect
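Tetracycline-induced HEK293 TREx cells expressing D2 receptor forced-coupled to calcium signalling, loaded with no-wash calcium dye. Compounds added and calcium flux read 180 s, then dopamine added at EC80 and read a further 180 s.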
D1 potentiator: enhances dopamine response at the human D1 receptor. P21728. HEK293 TREx D1 cells, calcium flux, dopamine EC20 potentiation. potentiation, % at 10 µM. hit rate 0.036% among 360,000. AID 504651; in the data active = potentiation above about 30%; note: 0% is about no effect
* marks the source's active call; other numbers are inactive results; ? = inconclusive; / = not tested or not shown; & = joins results of further samples. Cut-off read from the data, not from the text of the source, unless noted: active = activation above about 30%; inactive = the rest. No enrichment for hits; 7.1% or so of the library scored in one or more.

compound | D1 agonist | RXFP1 antag | TRHR PAM | TRHR agonist | D1 antagonist | D2 PAM | D2 agonist | D2 antagonist | D1 potentiator
CCOC(=O)C1CCCN(c2ncnc3c2[nH]c2cccc(OC)c23)C1 (stereo not drawn) | 0 | / | 4 | -1.3 | 2 | -6 | 1.6 | -1 | -5
Cc1cccc(C)c1NC(=O)CSc1nnc(C2CCCCC2)o1 | 1 | -6 | 7 | 0.3 | 6 | 12 | 1.4 | 9 | 1
CN1CC(=O)Nc2ccc(Br)cc2C1=O | 1 | 5 | 1 | 0.6 | 0 | -5 | 0.9 | 4 | -9
Cc1ccc(S(=O)(=O)NNC(=O)c2sccc2-n2cccc2)cc1 | 12 | -3 | -1 | -0.3 | -43* | 11 | 0.0 | 3 | -3
Clc1ccc(C[n+]2csc3ccccc32)cc1 | 3 | -16 | 1 | -0.3 | -1 | 0 | -7.0 | 17 | 1
CCCCCOC(=O)NCCOC(=O)Nc1ccc(C(=O)OCC)cc1 | 13 | -1 | 3 | -0.1 | -35* | -1 | 0.8 | 33* | -7
Cc1cc(C(C)(C)C)cc(C)c1C[n+]1ccc2ccccc2c1 | 1 | -6 | 9 | 0.3 | 37 | -16 | -0.2 | -8 | -4
O=C(Nc1ccccc1F)NC1CC1 | 0 | -15 | 8 | 0.3 | -9 | -7 | 1.7 | -4 | -4
CCCN1CC=C2C(C#N)=C(N)C(C#N)(C#N)C(c3cc(OC)ccc3OC)C2C1 (stereo not drawn) | 16 | 3 | -3 | 9.6 | -5 | -19 | 27 | 15 | -3
O=C(COc1ccc2ccc(=O)oc2c1)NC1CCN(Cc2ccccc2)CC1 | 3 | 7 | -3 | 0.9 | 6 | -11 | 0.2 | -2 | 12
CCOc1ccc(NC(=O)c2sc3ccccc3c2Cl)cc1 | 5 | 0 | 5 | 0.2 | 0 | -5 | 1.0 | / | 0
CCOC(=O)c1ccc(NC(=O)CSc2nnc(CNC(=O)c3ccccc3F)o2)cc1 | 2 | -7 | 2 | -0.3 | -11 | 8 | -0.6 | -14 | -2

4 entries from above, sorted by the value under D2 antagonist, rising.
Molecule | D1 agonist | RXFP1 antag | TRHR PAM | TRHR agonist | D1 antagonist | D2 PAM | D2 antagonist | D1 potentiator
CCOC(=O)c1ccc(NC(=O)CSc2nnc(CNC(=O)c3ccccc3F)o2)cc1 | 2 | -7 | 2 | -0.3 | -11 | 8 | -14 | -2
CN1CC(=O)Nc2ccc(Br)cc2C1=O | 1 | 5 | 1 | 0.6 | 0 | -5 | 4 | -9
Cc1cccc(C)c1NC(=O)CSc1nnc(C2CCCCC2)o1 | 1 | -6 | 7 | 0.3 | 6 | 12 | 9 | 1
CCCN1CC=C2C(C#N)=C(N)C(C#N)(C#N)C(c3cc(OC)ccc3OC)C2C1 (stereo not drawn) | 16 | 3 | -3 | 9.6 | -5 | -19 | 15 | -3

Continued.
compound | D1 agonist | RXFP1 antag | TRHR PAM | TRHR agonist | D1 antagonist | D2 PAM | D2 agonist | D2 antagonist | D1 potentiator
O=C(NNC1=NS(=O)(=O)c2ccccc21)c1ccc([N+](=O)[O-])cc1 | 2 | 5 | 30* | 0.4 | -16 | -3 | 1.0 | -7 | 0
N#Cc1ccc(C(=O)Nc2ccc(N3CCN(C(=O)c4ccco4)CC3)cc2)c(F)c1 | 5 | 5 | -4 | 1.0 | 3 | / | / | / | -1
CC12CCC(=O)N1C(C(=O)OCC(=O)Nc1cc(S(=O)(=O)N3CCCCC3)ccc1Cl)CS2 (stereo not drawn) | 19 | 3 | 2 | 1.7 | -2 | -5 | -0.1 | -10 | -4
COc1cc(NC(=O)c2cccnc2)ccc1-c1cc2ccccc2oc1=O | -1 | / | 2 | -0.2 | -1 | 6 | 0.2 | -7 | -1
CCc1nccn1-c1cc(C(C)(C)C)nc2c(-c3ccc(Cl)cc3)cnn12 | 0 | 4 | -2 | 1.1 | -14 | 4 | 0.3 | 6 | 2
N#Cc1cc(C#N)c(N2CCN(c3cccc(Cl)n3)CC2)nc1N | 9 | -2 | -2 | 0.3 | -2 | 1 | 0.3 | 8 | -10
O=C(C1CC1)N1CCc2sccc2C1c1ccc(Cl)cc1 (stereo not drawn) | 6 | ? | 2 | -0.4 | 1 | 4 | -0.3 | 0 | -2
O=C(CCCn1c(=O)[nH]c2ccsc2c1=O)N1CCN(Cc2ccc3c(c2)OCO3)CC1 | -2 | -2 | 3 | 0.1 | -3 | -6 | / | / | -4
COc1cc(NC(=O)C(CCS(C)(=O)=O)N2Cc3ccccc3C2=O)cc(OC)c1OC (stereo not drawn) | -1 | 4 | 4 | 0.5 | 11 | -8 | / | / | -1
CC(C)Cc1nn2c(N)c(/C=C3\C=Nc4ccccc43)c(=O)nc2s1 | 1 | -36 | 0 | -0.1 | 6 | -6 | 0.0 | 11 | -1
COc1ccccc1CNC(=O)c1ccccc1SCC(=O)NCc1ccco1 | 2 | 2 | -6 | 0.4 | -6 | 0 | -0.7 | 7 | -5
Cc1cccnc1NC(=O)CNC(=O)C12CC3CC(CC(Cl)(C3)C1)C2 | 2 | -6 | -1 | 0.0 | 10 | / | / | / | -2
CC1CN(c2cnn(C(C)C)c(=O)c2Cl)CC(C)O1 (stereo not drawn) | 2 | 12 | -3 | -0.5 | 5 | 7 | 0.1 | -6 | -7
Cc1cc(NC(=O)CSc2nc3ccccc3[nH]2)no1 | 5 | 3 | -7 | -0.5 | -9 | -3 | -0.5 | -4 | 7
CCC(=O)N1CCc2cc(Br)cc(S(=O)(=O)Nc3ccc(C)cc3C)c21 | 1 | 0 | -2 | -0.3 | 3 | 12 | 0.0 | / | -5
NS(=O)(=O)c1ccc2nc(NC(=O)COc3ccc(Cl)cc3Cl)sc2c1 | 0 | -3 | 1 | -0.1 | 11 | 7 | -0.2 | / | -1
CCOc1ccc(CCNC(=O)CCCN2C(=O)c3ccccc3C2=O)cc1OCC | 1 | -3 | -2 | -0.6 | 22 | 11 | -0.1 | 9 | 6
O=C(NC1CCCCC1)C1CCN(c2ncccn2)CC1 | 0 | -7 | 1 | 0.4 | 5 | 4 | 0.8 | -20 | -3
Cc1cc(O)c(C2(O)C(=O)Nc3cc(Br)ccc32)cc1C (stereo not drawn) | 5 | -13 | -6 | 3.3 | 15 | -7 | 1.7 | 4 | -3
Cc1ccc(Nc2nc(-c3c(C)n(C)n(-c4ccccc4)c3=O)c(C)s2)cc1 | 0 | 7 | -7 | -1.2 | 14 | 22 | 0.2 | 10 | -6
COc1ccc(Cl)cc1N1C(=O)CC(N2CCc3ccccc32)C1=O (stereo not drawn) | 0 | 1 | -5 | -0.7 | 5 | 2 | 0.3 | -3 | -1
Cc1cc(C)c2nc(N3CCC(C(=O)N4CCCC4)CC3)sc2c1 | 3 | 7 | -1 | -0.7 | -1 | 4 | -1.1 | 0 | -4
Cc1cc(OCC(=O)NCCc2nc3ccccc3[nH]2)cc(C)c1Cl | -2 | 3 | -4 | -1.4 | -12 | -4 | -1.0 | / | -2
Cc1cc(C)cc(OCC(=O)Nc2ccc(S(=O)(=O)Nc3onc(C)c3C)cc2)c1 | 0 | -9 | 8 | -0.3 | 1 | 5 | -1.8 | / | 2
CN(C)CCNS(=O)(=O)c1ccc(N2CCN(c3ccc(F)cc3)CC2)c([N+](=O)[O-])c1 | 59* | -6 | 12 | 1.6 | -49* | -5 | 5.9 | 0 | -8
Cc1cccc(NC(=S)NC2CCCC2)c1 | 4 | -6 | 2 | 1.0 | -14 | 5 | -1.1 | 1 | -11
CCOC(=O)c1sc(NC(=O)CSc2nc3cccnc3n2C)nc1C | 6 | -10 | 10 | 0.1 | 1 | 12 | 0.2 | -6 | -6
COc1ccc(Cl)cc1NC(=O)C(=O)NCc1ccc(Cl)cc1 | 9 | -9 | -8 | 1.8 | 6 | 0 | / | / | -2
CCn1c(C(=O)Nc2cc(C)cc(C)c2)cc2sc(Cl)cc21 | 5 | -12 | 10 | -0.5 | 3 | / | -0.5 | / | 3
COc1ccc(S(=O)(=O)NCCCn2ccnc2)cc1C(C)(C)C | 0 | -29 | -2 | 0.2 | 11 | -2 | 1.2 | -11 | 6
Cc1ccc(NC(=O)CSc2nc(C)cc(C)c2C(=O)Nc2cccc(C)c2)cc1 | 1 | -16 | -4 | 1.1 | 5 | 7 | 1.2 | / | 1
Cc1ccc2cc(CCNC(=O)C(C)C)c(=O)[nH]c2c1C | 2 | / | 0 | 0.1 | 4 | -10 | -0.3 | -14 | 1
COc1ccc(N2C(=O)C3CCCN3C2c2ccccc2Cl)cc1 (stereo not drawn) | 0 | 0 | 4 | -0.7 | -5 | 10 | 0.8 | 0 | /
CC(=O)N1CC(C)Sc2ccc(S(=O)(=O)NCc3ccc(Cl)cc3)cc21 (stereo not drawn) | 3 | 1 | 0 | -0.4 | -16 | 5 | 0.3 | -20 | 4
COc1ccc(N(CC(=O)NCc2cccs2)S(=O)(=O)c2c(C)n[nH]c2C)cc1 | 1 | -14 | 9 | -1.2 | 2 | 11 | 1.7 | -4 | 2
CCNc1ccc(S(=O)(=O)N(C)C)cc1[N+](=O)[O-] | 1 | 12 | 4 | 0.2 | -1 | 12 | 0.2 | 3 | 0
Cc1ccc2cc(/C=C(\C#N)C(N)=O)c(N3CCCCC3)nc2c1 | 3 | -6 | -2 | 1.8 | -10 | 2 | 0.9 | -2 | 0
Cn1c(=O)c2c(ncn2CC(=O)N/N=C/C=C/c2ccco2)n(C)c1=O | 4 | 10 | -8 | 0.7 | 2 | -2 | 0.7 | -4 | 4
COc1ccc(C2C(C(N)=O)=C(C)Nc3nc(-c4ccccc4)nn32)cc1OC (stereo not drawn) | 1 | -1 | 6 | 0.5 | -15 | 1 | 0.8 | -15 | -7
CCOC(=O)N1CCN(C(=O)C2CCCN(S(=O)(=O)c3cc(C)ccc3OC)C2)CC1 (stereo not drawn) | 1 | -6 | -2 | -0.9 | 5 | / | / | / | -8
CCOc1cccc(-c2nnc3sc(-c4ccco4)nn23)c1 | 0 | -5 | 5 | -1.1 | 4 | 8 | -0.1 | -5 | -1
CCOc1ccccc1-c1nc(SCC(=O)c2ccc(OC)c(Br)c2)n[nH]1 | 2 | -14 | -2 | -0.1 | 2 | -9 | 0.8 | / | -3
Cc1ccc2c(c1)sc1nc(=O)n(-c3ccc(Cl)cc3)c(=O)n12 | 2&2 | 3&9 | 8&5 | 0.3&-0.3 | -1&3 | 8&6 | 0.6&-1.7 | 4 | 0&3
N#CC(=C1Nc2ccccc2N1)S(=O)(=O)c1ccccc1 | 3 | -15 | 18 | 0.3 | 3 | -1 | -0.2 | 8 | -5
Cc1ccc(C(C(=O)NC2CCCCC2)N2CCOCC2)cc1 (stereo not drawn) | 3 | -8 | -1 | -0.3 | 12 | -4 | 0.1 | 4 | -6
CCOc1ccc(N2CC(C(=O)N3CCc4ccccc43)CC2=O)cc1 (stereo not drawn) | 0 | -11 | -8 | -2.1 | 7 | -11 | 0.2 | -21 | -17

From PubChem
